# Mtb BioA inh: M. tuberculosis BioA enzyme inhibitors, primary screen, biochemical, plate reader, single point, HTS; actives 0.096% (n = 360,000); 7,8-diaminopelargonic acid synthase BioA (Mycobacterium tuberculosis); purified M. tuberculosis BioA enzyme; inhibition, % at 9.99 µM; in the data active = inhibition above about 40%
# Active calls of the source: *. A portion of the library, so the mix of outcomes need not match the whole.
SMILES	Mtb BioA inh
C[C@@H]1CN([C@@H](C)CO)C(=O)c2cccc(NC(=O)c3nc4ccccc4s3)c2O[C@@H]1CN(C)Cc1ccccc1	-2.1
COc1ccc(S(=O)(=O)Nc2ccc3c(c2)CC(=O)N([C@H](C)CO)C[C@H](C)[C@@H](CN(C)C(=O)Nc2cccc4ccccc24)O3)cc1	-1.6
COc1ccc(S(=O)(=O)N(C)C[C@@H]2Oc3ccc(NS(C)(=O)=O)cc3CC(=O)N([C@@H](C)CO)C[C@H]2C)cc1	-0.4
CN(C)c1ccc2c(c1)[C@@H]1C[C@@H](CC(=O)N3CCOCC3)O[C@@H](CO)[C@@H]1O2	-4.2
O=C(N1CCOCC1)[C@@]1(Cc2ccccc2)N=C(c2ccc(OCCCO)cc2)O[C@H]1c1ccccc1	1.4
Cc1noc(C)c1S(=O)(=O)Nc1ccc2c(c1)C(=O)N([C@H](C)CO)C[C@@H](C)[C@@H](CN(C)S(=O)(=O)c1c(C)noc1C)OCCCC[C@H](C)O2	-6.1
CO[C@H]1CN(C)C(=O)c2ccc(NS(C)(=O)=O)cc2OC[C@@H](C)N(C(=O)C2CCCCC2)C[C@H]1C	2.2
COCC#Cc1ccc2c(c1)O[C@H](CN(C)C(=O)C1CCC1)[C@@H](C)CN([C@H](C)CO)S2(=O)=O	-5.0
C[C@@H]1CN([C@H](C)CO)C(=O)c2cc(NC(=O)Nc3ccccc3)ccc2O[C@H]1CN(C)Cc1ccc(-c2ccccc2)cc1	-3.3
CN(C)CC(=O)N[C@@H]1CC[C@@H](CCNC(=O)C2CCCC2)O[C@@H]1CO	-2.6
CCC(=O)N1[C@@H]2c3ccc(C4=CCCCC4)c(=O)n3C[C@H]1[C@H](CO)[C@H]2C(=O)N[C@@H](C)c1ccccc1	-1.1
COc1ccc(NC(=O)O[C@@H](c2ccc(OC)c(O)c2)[C@H](CCO)OC)cc1	-1.3
CCC(=O)N(C)C[C@H]1Oc2cc(-c3ccccc3OC)ccc2S(=O)(=O)N([C@@H](C)CO)C[C@H]1C	-0.5
C/C=C/c1ccc([C@@H]2[C@@H](CO)N(c3ncc(CC)s3)[C@H]2C#N)cc1	0.6
C[C@@H]1CCCCO[C@@H](CN(C)C(=O)Nc2ccccc2)[C@H](C)CN([C@@H](C)CO)C(=O)c2cc(NC(=O)Nc3ccccc3)ccc2O1	0.4
C[C@H](CO)N1C[C@H](C)[C@@H](CN(C)C(=O)c2ccccc2F)Oc2ncc(-c3ccc(F)cc3)cc2C1=O	2.2
CO[C@H]1CN(C)C(=O)c2cc(NC(=O)c3cccc(F)c3)ccc2OC[C@H](C)N(C)C[C@@H]1C	0.5
O=C(C[C@@H]1C[C@H]2c3cc(NC(=O)C4CCOCC4)ccc3O[C@H]2[C@@H](CO)O1)NCC1CC1	0.5
O=C(c1ccccc1F)N1C[C@@H]2[C@H](c3ccccc31)[C@H](CO)N2CC1CCCCC1	-0.6
COCC(=O)N[C@H]1C=C[C@@H](CC(=O)N2CCCCC2)O[C@@H]1CO	-0.8
O=C(C[C@H]1CC[C@H](NC(=O)Nc2cc(F)ccc2F)[C@H](CO)O1)Nc1ccc(-c2ccccc2)cc1	1.2
CC(C)c1cn(CC[C@@H]2CC[C@@H](NC(=O)C3CCC3)[C@H](CO)O2)nn1	-4.4
COc1ccc(NC(=O)Nc2ccc3c(c2)C(=O)N([C@@H](C)CO)C[C@@H](C)[C@H](CN(C)S(=O)(=O)c2ccccc2)OCCCC[C@H](C)O3)cc1	1.7
CC(C)C#Cc1cnc2c(c1)C(=O)N([C@H](C)CO)C[C@H](C)[C@H](CN(C)C(=O)c1ccc3c(c1)OCO3)O2	1.6
CCC(=O)N(C)C[C@H]1Oc2cc(-c3ccc(OC)cc3)ccc2S(=O)(=O)N([C@@H](C)CO)C[C@@H]1C	0.4
C[C@@H]1CCCCO[C@@H](CN(C)S(=O)(=O)c2ccccc2)[C@H](C)CN([C@H](C)CO)C(=O)c2cc(NC(=O)CCC(F)(F)F)ccc2O1	-2.1
CO[C@@H]1CN(C)C(=O)c2cc(NC(=O)Cc3ccccc3)ccc2OC[C@H](C)N(CC2CC2)C[C@H]1C	2.5
CN1CCN(C(=O)C[C@H]2CC[C@H]3[C@@H](COC[C@H](O)CN3S(=O)(=O)c3cccc(Cl)c3)O2)CC1	-1.1
CC(C)NC(=O)Nc1ccc2c(c1)C(=O)N([C@H](C)CO)C[C@H](C)[C@H](CN(C)C(=O)NC1CCCCC1)O2	-3.3
O=C(N[C@@H]1CC[C@@H](CCNC(=O)C2CC2)O[C@H]1CO)c1ccncc1	-3.0
C[C@@H]1CN([C@H](C)CO)C(=O)c2cc(C#CC3CCCC3)cnc2O[C@H]1CN(C)S(C)(=O)=O	-0.5
C[C@H](CO)N1C[C@H](C)[C@H](CN(C)S(=O)(=O)c2cccs2)Oc2c(NC(=O)c3nc4ccccc4s3)cccc2C1=O	2.3
COc1ccc(NC(=O)Nc2cccc3c2O[C@H](CN(C)Cc2ccc(C(=O)O)cc2)[C@@H](C)CN([C@H](C)CO)C3=O)cc1	-1.1
CCNC(=O)C[C@H]1CC[C@@H]2[C@H](COC[C@H](O)CN2S(=O)(=O)c2ccc(Oc3ccccc3)cc2)O1	19
C[C@H]1CN([C@@H](C)CO)C(=O)c2ccccc2-c2ccccc2CO[C@H]1CN(C)C(=O)[C@@H]1CCCN1C	-1.3
COc1ccc(NC(=O)N(C)C[C@@H]2Oc3ncc(C#CCC(C)C)cc3C(=O)N([C@@H](C)CO)C[C@@H]2C)cc1	-3.4
C[C@@H](NC(=O)C[C@@H]1C[C@@H]2c3cc(NC(=O)NC4CCCC4)ccc3O[C@@H]2[C@@H](CO)O1)c1ccccc1	-0.9
C/C=C/c1ccc([C@H]2[C@@H](CO)N3CCCCN(C(=O)Nc4ccc(OC)cc4)C[C@@H]23)cc1	-1.0
C[C@@H]1CCCCO[C@@H](CN(C)C(=O)c2ccccc2)[C@@H](C)CN([C@H](C)CO)C(=O)c2cc(NS(=O)(=O)c3cccs3)ccc2O1	-0.2
C[C@H]1CN([C@@H](C)CO)C(=O)c2cc(-c3cccc(F)c3)cnc2O[C@@H]1CN(C)C(=O)c1cnccn1	2.3
COc1ccc(S(=O)(=O)N(C)C[C@H]2OCCCC[C@H](C)Oc3ccc(NC(=O)Cc4ccccc4)cc3C(=O)N([C@@H](C)CO)C[C@H]2C)cc1	-3.9
CO[C@H]1CN(C)C(=O)c2cc(NC(=O)Nc3ccccc3)ccc2OC[C@H](C)N(C(=O)CC2CC2)C[C@@H]1C	-1.1
O=C(C[C@@H]1CC[C@H]2[C@@H](COC[C@@H](O)CN2CCC(F)(F)F)O1)NCC1CCCCC1	0.8
COc1ccc(C(=O)Nc2ccc3c(c2)C(=O)N(C)C[C@@H](OC)[C@@H](C)CN[C@@H](C)CO3)cc1	0.6
C[C@@H]1CN([C@H](C)CO)C(=O)c2cccc(NC(=O)C3CCCCC3)c2O[C@@H]1CN(C)C(=O)NC1CCCCC1	0.0

# Arranged by SMILES length (low to high): part of the list above.
SMILES	Mtb BioA inh
O=C(N[C@@H]1CC[C@@H](CCNC(=O)C2CC2)O[C@H]1CO)c1ccncc1	-3.0
O=C(C[C@@H]1CC[C@H]2[C@@H](COC[C@@H](O)CN2CCC(F)(F)F)O1)NCC1CCCCC1	0.8
C/C=C/c1ccc([C@H]2[C@@H](CO)N3CCCCN(C(=O)Nc4ccc(OC)cc4)C[C@@H]23)cc1	-1.0
C[C@@H]1CN([C@H](C)CO)C(=O)c2cc(C#CC3CCCC3)cnc2O[C@H]1CN(C)S(C)(=O)=O	-0.5
COc1ccc(C(=O)Nc2ccc3c(c2)C(=O)N(C)C[C@@H](OC)[C@@H](C)CN[C@@H](C)CO3)cc1	0.6
C[C@H]1CN([C@@H](C)CO)C(=O)c2ccccc2-c2ccccc2CO[C@H]1CN(C)C(=O)[C@@H]1CCCN1C	-1.3
CO[C@H]1CN(C)C(=O)c2cc(NC(=O)Nc3ccccc3)ccc2OC[C@H](C)N(C(=O)CC2CC2)C[C@@H]1C	-1.1
COc1ccc(NC(=O)N(C)C[C@@H]2Oc3ncc(C#CCC(C)C)cc3C(=O)N([C@@H](C)CO)C[C@@H]2C)cc1	-3.4
C[C@@H](NC(=O)C[C@@H]1C[C@@H]2c3cc(NC(=O)NC4CCCC4)ccc3O[C@@H]2[C@@H](CO)O1)c1ccccc1	-0.9
COc1ccc(NC(=O)Nc2cccc3c2O[C@H](CN(C)Cc2ccc(C(=O)O)cc2)[C@@H](C)CN([C@H](C)CO)C3=O)cc1	-1.1
C[C@@H]1CCCCO[C@@H](CN(C)C(=O)c2ccccc2)[C@@H](C)CN([C@H](C)CO)C(=O)c2cc(NS(=O)(=O)c3cccs3)ccc2O1	-0.2
COc1ccc(S(=O)(=O)N(C)C[C@H]2OCCCC[C@H](C)Oc3ccc(NC(=O)Cc4ccccc4)cc3C(=O)N([C@@H](C)CO)C[C@H]2C)cc1	-3.9

# Carrying on.
SMILES	Mtb BioA inh
CN1CCN(C(=O)C[C@@H]2CC[C@@H]3[C@@H](COc4ccc(NC(=O)C5CCCCC5)cc4C(=O)N3C)O2)CC1	-6.1
O=C(C[C@H]1C[C@@H]2c3cc(NC(=O)NC4CCCC4)ccc3O[C@@H]2[C@@H](CO)O1)NCC1CC1	-1.0
CC(C)NC(=O)Nc1ccc2c(c1)CC(=O)N([C@@H](C)CO)C[C@H](C)[C@H](CN(C)S(=O)(=O)c1cccs1)O2	0.5
C[C@H]1CN([C@@H](C)CO)C(=O)c2cc(NC(=O)Cc3cn(C)c4ccccc34)ccc2O[C@H]1CN(C)Cc1ccc(C(=O)Nc2ccccc2N)cc1	-0.5
C[C@@H]1CN([C@@H](C)CO)C(=O)Cc2cc(NC(=O)c3ccncc3)ccc2O[C@@H]1CN(C)C(=O)Nc1cccc2ccccc12	-0.2
O=C(Nc1ccccc1)N1C[C@H]2[C@@H](c3ccccc31)[C@H](CO)N2C(=O)Cc1ccccn1	-3.8
C[C@@H]1CN([C@H](C)CO)C(=O)Cc2cc(NC(=O)C3CCCCC3)ccc2O[C@@H]1CN(C)Cc1ccc(-c2ccccc2)cc1	1.5
CO[C@H]1CN(C)C(=O)c2cc(NC(=O)C3CCCCC3)ccc2OC[C@@H](C)N(Cc2cccnc2)C[C@@H]1C	8.1
COc1ccc(S(=O)(=O)Nc2cccc3c2O[C@H](CN(C)Cc2ccc(C(F)(F)F)cc2)[C@@H](C)CN([C@@H](C)CO)C3=O)cc1	-1.6
C[C@@H]1CN([C@@H](C)CO)C(=O)c2cc(NS(=O)(=O)c3ccccc3)ccc2O[C@@H](C)CCCCO[C@@H]1CN(C)C(=O)Nc1ccc2c(c1)OCO2	-0.6
C[C@H](O)C#Cc1ccc([C@@H]2[C@H](CO)N3CCCCN(CC4CC4)C[C@@H]23)cc1	-1.0
Cc1noc(C)c1NC(=O)N(C)C[C@H]1Oc2ccc(NC(=O)Nc3ccc(F)cc3)cc2C(=O)N([C@@H](C)CO)C[C@@H]1C	-1.1
C[C@H](CO)N1C[C@H](C)[C@H](CN(C)S(=O)(=O)c2ccc(F)cc2)Oc2c(NC(=O)c3ccc(-c4nccs4)cc3)cccc2C1=O	2.0
CCCC#Cc1ccc([C@@H]2[C@@H](C#N)N(S(C)(=O)=O)[C@@H]2CO)cc1	0.7
CC(C)C#Cc1cnc2c(c1)C(=O)N([C@@H](C)CO)C[C@@H](C)[C@H](CN(C)Cc1ccc3c(c1)OCO3)O2	-3.1
CCCN(C)C[C@H]1Oc2ncc(-c3cccnc3)cc2C(=O)N([C@H](C)CO)C[C@H]1C	-1.8
O=C(C[C@@H]1CC[C@H]2[C@@H](COC[C@H](O)CN2CCC(F)(F)F)O1)N1CCC(Cc2ccccc2)CC1	-0.1
CC=Cc1ccc2n(c1=O)C[C@@H]1[C@@H](CO)[C@H](C(=O)N[C@H](C)c3ccccc3)[C@H]2N1Cc1ccncc1 (mixture of isomers)	0.3
O=C(C[C@H]1CC[C@H]2[C@@H](COC[C@H](O)CN2S(=O)(=O)c2ccccc2)O1)Nc1ccccc1	15
N#Cc1ccc(-c2ccc3c(c2)[C@@H]2[C@@H](CCN2C(=O)c2ccccc2F)[C@@H](CO)N3)cc1	-1.7
CN(C)C(=O)C[C@@H]1C[C@H]2c3cc(NS(C)(=O)=O)ccc3O[C@H]2[C@H](CO)O1	-1.1
CO[C@H]1CN(C)C(=O)c2cc(NC(C)=O)ccc2OC[C@@H](C)N(Cc2cc(F)ccc2F)C[C@@H]1C	-12
C[C@H]1CN([C@@H](C)CO)C(=O)c2cc(NC(=O)Nc3ccc(C(F)(F)F)cc3)ccc2O[C@@H]1CN(C)Cc1ccc(-c2ccccc2)cc1	-0.6
COc1ccccc1-c1ccc([C@@H]2[C@@H](C#N)N(C(=O)C3CC3)[C@H]2CO)cc1	1.0
O=C(C[C@H]1CC[C@H]2[C@@H](COC[C@H](O)CN2S(=O)(=O)c2ccccc2)O1)NCc1ccc2c(c1)OCO2	1.4
C[C@H]1CN([C@@H](C)CO)C(=O)c2ccccc2-c2ccccc2CO[C@H]1CN(C)C(=O)c1ccc(F)cc1	2.9
C[C@@H]1CN([C@H](C)CO)C(=O)c2cc(-c3ccccc3)cnc2O[C@H]1CN(C)C(=O)Cc1ccccn1	-1.3
CCCC(=O)Nc1ccc2c(c1)C(=O)N(C)[C@H]1CC[C@@H](CC(=O)Nc3cn(C)nc3C)O[C@@H]1CO2	0.9
CC(=O)N(C)C[C@@H]1Oc2cc(C#CCC(C)C)ccc2S(=O)(=O)N([C@H](C)CO)C[C@H]1C	-0.4

# A stretch from the list above, for reference:
SMILES	Mtb BioA inh
C[C@@H]1CN([C@@H](C)CO)C(=O)c2cccc(NC(=O)c3nc4ccccc4s3)c2O[C@@H]1CN(C)Cc1ccccc1	-2.1
COc1ccc(S(=O)(=O)Nc2ccc3c(c2)CC(=O)N([C@H](C)CO)C[C@H](C)[C@@H](CN(C)C(=O)Nc2cccc4ccccc24)O3)cc1	-1.6
